# MgcRacGAP inhibition = MgcRacGAP GTPase-activating activity inhibitors, confirmation, biochemical, ADP Hunter fluorescence | MgcRacGAP-stimulated Rac1 GTP hydrolysis, ADP Hunter fluorescence; higher % means a stronger effect; GST-tagged Rac1 F28L mutant substrate | inhibition, % at 30 µM, or IC50 in µM where a hit was titrated | hit rate 0.6% among 340,000 | AID 624330;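 active = first-screen hits whose inhibition reached a set limit at any dose in the follow-up dose series; inconclusive = inhibition above the set first-screen limit but never retested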;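 note: fluorescence reports GDP produced by GAP-driven GTP hydrolysis; strong numbers were not always called active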
# T cell modulator = modulates CD8 T cell binding to vesicles; 2C CD8+ T cell-vesicle binding, flow cytometry; active compounds read low; calls only at 7 µM; hit rate 0.068% among 330,000; AID 2052;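 active = response, share of CD8 T cells binding vesicles, and their 90th percentile fluorescence all below set limits, cut at about 80% in these data, passing the limit was not always enough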
#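 Material: 2C TCR transgenic mouse naive CD8+ T cells, MACS-purified. Also added: QL9-charged Drosophila Ld/ICAM-1/B7-1 vesicles. Timing: binding 1.5 h at 37 °C. Measured by: high-throughput flow cytometry with anti-B7-1 and anti-CD8 staining. Read-out: percent CD8+ FL2 mean versus row control. Controls: Unloaded micro-vesicles (low), QL9 vesicles with 0.7% DMSO (high).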
# b-catenin transl = beta-catenin nuclear translocation modulation; HeLa beta-catenin nuclear translocation, immunofluorescence imaging; nuclear translocation activity, % at 5 µM; hit rate 0.3% among 190,000; AID 1665;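 active = nuclear translocation activity above 50% at 5 µM, with a well cell count of 50 or more; inconclusive = wells under 50 cells across six images, flagged as toxic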;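 note: per-cell ratio of nuclear to cytoplasmic median beta-catenin stain intensity; plate controls were DMSO negative control for no effect and GSK-3 inhibitor IX positive control for full effect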
#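 System: Human HeLa cells, endogenous beta-catenin | Compound dosing: 5 µM primary, 0.02–20 µM confirmation | Timing: 24 h compound exposure at 37°C, 5% CO2 | Measured by: Fluorescence imaging of beta-catenin antibody stain plus DAPI | Read-out basis: % activation of per-cell nuclear versus cytoplasmic median beta-catenin signal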
# Salmonella PhoP GFP = PhoP-dependent GFP reporter repression – Salmonella Typhimurium, primary screen (AID 1863). hit rate 0.16% among 300,000. S. Typhimurium PhoP-regulated promoter GFP reporter, 4 h; higher % means a stronger effect. inhibition, % at 50 µM, or IC50 in µM where a hit was titrated;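 active = inhibition over 29.93%, a cutoff 3 SD above the screen mean, later confirmed by dose response; inconclusive = inhibition over 29.93% but no dose response follow-up; inactive = inhibition at most 29.93% or unconfirmed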;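 note: 0% = low Mg2+ inducing control and 100% = high Mg2+ repressing control; strong numbers were not always called active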
# SV40 large T antigen = TAg ATPase/helicase activity blockers – biochemical (AID 1903) | hit rate 0.39% among 310,000 | one-dose inhibition, % at 20 µM; IC50 in µM for titrated hits | SV40 large T antigen ATPase/helicase inhibition assay; higher % means a stronger effect; in the data active = a potency from the dose series; inconclusive = inhibition mostly from about 32% at the one dose, without a potency; inactive = the rest, 99 in 100 with inhibition below about 32%; note: strong numbers were not always called active
# West Nile antiviral = West Nile virus antiviral activity, cell-based, CPE readout (AID 1621); West Nile virus-infected cells, CPE inhibition; higher % means a stronger effect; CPE inhibition, % at 10 µM, or IC50 in µM where a hit was titrated; hit rate 0.02% among 290,000; in the data active = a potency from the dose series; inconclusive = CPE inhibition mostly from about 3.7% at the one dose, without a potency; inactive = the rest, 99 in 100 with CPE inhibition below about 2.2%; note: strong numbers were not always called active
# Myeloid diff MLP = promotes myeloid progenitor differentiation; ER-HoxA9 myeloid progenitors, lysozyme-GFP differentiation, flow cytometry; calls only at 10 µM; hit rate 1% among 360,000;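 active = normalized GFP-positive differentiation at or above the plate's own cutoff, the solvent-only control mean plus 3 SD; inconclusive = no clear call, values can overlap the other calls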;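 note: cells exposed to compound for four days before flow analysis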
# WT yeast gro inh = growth inhibition of WT yeast, mitochondrial fusion screen. inhibition, % at 10 µM. mitochondrial fusion phenotypic screen, WT strain. AID 1362. hit rate 2.1% among 190,000; in the data active = inhibition above about 58%; tested in S. cerevisiae
# RSV antiviral HEp-2 = RSV antiviral activity via CPE protection, HEp-2 cells, primary 10 µM value included (AID 2391); HEp-2 cells, RSV-induced CPE inhibition; higher % means a stronger effect; CPE inhibition, % at 10 µM, or IC50 in µM where a hit was titrated; hit rate 0.13% among 310,000; in the data active = a potency from the dose series; inconclusive = CPE inhibition mostly from about 23% at the one dose, without a potency; inactive = the rest, 99 in 100 with CPE inhibition below about 21%; note: strong numbers were not always called active
# WT yeast gro inh mutant strain = further read-out of WT yeast gro inh, marked with its call; inhibition, %; mitochondrial fusion phenotypic screen, mutant strain inhibition
# b-catenin transl cell count 5 µM = second read-out of b-catenin transl, no call of its own (marks repeat the call); cell count; measured here: cell count, cytotoxicity flag
# T cell modulator vesicle-bound % = further read-out of T cell modulator, marked with its call; double positive events, %; measured here: CD8+ vesicle-bound cell fraction;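 binding gate set so that unloaded-vesicle control wells show 10% double positive cells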
# Myeloid diff MLP GFP+ MAC1+ % = also measured in Myeloid diff MLP; calls as there; GFP+ MAC1+ double positive, %; measured here: differentiation confirmed by MAC1 staining
# * hit, by the source's call; i = inactive; ? = inconclusive; . = not tested or not shown; + = active, no number.
# Below each compound: MgcRacGAP inhibition	T cell modulator	T cell modulator vesicle-bound %	b-catenin transl	b-catenin transl cell count 5 µM	Salmonella PhoP GFP	SV40 large T antigen	West Nile antiviral	Myeloid diff MLP	Myeloid diff MLP GFP+ MAC1+ %	WT yeast gro inh	WT yeast gro inh mutant strain	RSV antiviral HEp-2
1: Cc1ccc([N+](=O)[O-])c(C)[n+]1C
    -4%	i	60	-0.4	1135	5%	15%	1.7%	i	1.0	-9	0	0.8%
2: CS(=O)(=O)c1ccc2nc(NC(=O)C3CCCO3)sc2c1 (stereo unspecified)
    14%	i	23	-0.6	1572	-8%	21%	0.1%	i	0.1	-11	0	1.2%
3: CCCCN(CCCC)CCNC(=O)c1cn(CC)c2ccc(S(=O)(=O)N3CCc4ccccc4C3)cc2c1=O
    -3%	i	16	.	.	-5%	8%	-0.7%	i	3.2	.	.	8.4%
4: Cc1nn(C)cc1S(=O)(=O)Nc1ccccc1Br
    4%	i	11	.	.	5%	2%	-0.3%	i	1.2	.	.	1.6%
5: CN1C(=O)NC(c2ccccc2)(C(F)(F)F)S/C1=C(/C#N)c1nnc(N2CCOCC2)n1-c1ccccc1 (stereo unspecified)
    10%	i	67	-3.1	1151	11%	14%	-0.2%	i	0.3	-3	-2	1.3%
6: Cc1ccc(NC(=S)NNC(=O)CCn2cc(C)cn2)cc1
    5%	i	29	-3.8	1433	-7%	3%	0.1%	i	1.2	-18	6	0.6%
7: COc1cccc(-n2ccnc2SCC(=O)Nc2cc(C)on2)c1
    8%	i	24	-0.1	966	-6%	-7%	-0.8%	i	0.3	-17	-23	0.9%
8: CN(C)C(=O)c1cn(-c2ccccc2)nc1-c1cc2ccccc2o1
    -6%	i	66	1.0	1439	2%	0%	-1.3%	i	1.0	0	-10	-0.9%
9: CCOc1ccc(NC(=O)C2Cc3ccccc3CN2S(=O)(=O)CC)cc1 (stereo unspecified)
    5%	i	50	-3.5	1054	-6%	3%	-0.6%	i	0.7	-1	5	0.2%
10: CSCCCNC(=S)Nc1ccc(N2CCOCC2)cc1N1CCOCC1
    9%	i	45	-1.7	1006	-2%	20%	-0.4%	i	0.3	0	8	1.3%
11: CC(C)C[C@H](NC(=O)c1nc[nH]c1C(=O)NC1CCN(C(=O)OC(C)(C)C)CC1)C(=O)OC(C)(C)C
    11%	.	.	1.1	1042	8%	2%	0.5%	i	1.8	47	7	0.2%
12: CC12CCC(C/C1=N\OC(=O)c1ccc(F)cc1)C2(C)C (stereo unspecified)
    6%	i	20	.	.	-7%	5%	0.1%	i	1.2	-12	-4	1.1%
13: CCc1nc2sc(C#N)c(N)c2c2c1CCCC2
    -2%	i	30	.	.	3%	10%	0.1%	i	1.5	-26	-7	?
14: CCOc1ccc(CN2CCC(Cc3ccccc3)CC2)cc1
    29%	i	43	.	.	-2%	8%	-0.2%	i	0.4	.	.	-0.9%
15: CCN(CC(=O)Nc1ccc(NC(C)=O)cc1)C(=O)C12CC3CC(CC(Cl)(C3)C1)C2
    1%	i	49	.	.	-7%	23%	0.3%	i	0.6	.	.	2.3%
16: Cc1nn(-c2ccccc2)c2nc(N)c(C#N)c(-c3ccc(F)cc3)c12
    5%	i	54	3.1	928	-2%	8%	0.9%	i	0.3	4	-1	?
17: CCOC(=O)N1CCN(Cc2nc3cc([N+](=O)[O-])ccc3n2C)CC1
    3%	i	57	.	.	4%	6%	0.0%	i	0.8	.	.	3.5%
18: O=C(O)C1CC=CCC1C(=O)Nc1ccccc1 (stereo unspecified)
    12%	i	27	-4.3	1155	-15%	-4%	0.4%	i	0.0	-21	-29	1.9%
19: O=C(/C=C/c1cccc(Br)c1)OCC(=O)N1CCN(c2ccccc2)CC1
    3%	i	29	.	.	.	.	.	i	0.2	.	.	2.0%
20: COc1ccc(C(=O)Nc2cc(OC)nc(OC)n2)cc1
    13%	i	43	-3.1	1207	3%	10%	-0.3%	.	.	-8	4	4.3%
21: COc1ccc(NC(=O)COc2ccc(S(=O)(=O)N3CCOCC3)cc2C)cc1OC
    -6%	i	29	.	.	1%	4%	-0.2%	i	2.9	.	.	2.7%
22: OCc1cccc(Nc2ncnc3sc4c(c23)CCCCC4)c1
    3%	i	34	.	.	4%	3%	1.2%	i	0.2	.	.	3.1%
23: Cc1nc(Oc2ccc(Cl)cc2)c2oc3ccccc3c2n1
    10%	i	37	0.8	1377	8%	13%	-1.5%	i	1.4	17	3	6.0%
24: COc1ccc(C(=O)Nc2cc(C)cc(C)c2)cc1S(=O)(=O)N1CCOCC1
    11%	i	44	1.2	1461	7%	0%	0.1%	i	0.7	-7	-5	0.6%
25: CCCN1C(=O)/C(=c2\sc3nc(=O)c(Cc4ccc(C)cc4)nn3c2=O)c2ccccc21
    15%	i	50	0.4	1512	4%	8%	-1.1%	.	.	-43	-11	-0.9%
26: CC(C)(C)c1nnc(NS(=O)(=O)c2ccc([N+](=O)[O-])cc2)s1
    14%	i	56	.	.	-6%	11%	0.6%	i	0.5	.	.	1.8%
27: O=C(COC(=O)c1ccc(S(=O)(=O)N2CCCC2)cc1)NCc1ccccc1
    2%	i	19	-6.0	1040	15%	-18%	0.3%	i	0.9	2	-21	3.3%
28: COc1ccc2c(c1)C(=O)N(c1ccccc1OC)C(=O)C2
    -2%	i	22	.	.	-3%	3%	-0.3%	.	.	-4	8	0.7%
29: COc1ccccc1/C=C/C=N/n1c(-c2ccc(Cl)cc2Cl)n[nH]c1=S
    7%	i	38	-1.2	958	-2%	3%	0.1%	i	0.5	.	.	5.6%
30: CCC(C)[C@H](NC(=O)C1CC(=O)N(c2ccc(OC)cc2)C1)C(=O)N1CCCCC1 (stereo partly specified)
    9%	i	24	.	.	-7%	7%	-0.1%	i	0.4	.	.	6.1%
31: COCCN(CCOC)C(=S)Nc1cc(S(=O)(=O)N(C)C)ccc1C
    1%	i	44	1.7	1097	10%	6%	-0.6%	i	0.2	-9	-13	0.3%
32: CCCC(=O)Nc1cccc(NC(=O)c2ccc3c(c2)OCCO3)c1
    1%	i	19	5.9	1214	-2%	0%	0.4%	i	0.6	14	20	0.3%
33: O=C(O)C(Cc1c[nH]c2ccccc12)N1Cc2ccccc2C1=O (stereo unspecified)
    4%	i	39	-1.1	1009	-8%	21%	0.5%	i	0.6	3	5	2.0%
34: CCOC(=O)CC(=O)CSc1nc(N)c(C#N)c(-c2ccc(F)cc2)c1C#N
    1%	i	8	-0.4	1123	5%	8%	-0.6%	i	5.7	6	15	5.6%
35: Cn1nc(CC(=O)Nc2cccnc2N2CCOCC2)c2ccccc2c1=O
    .	i	24	1.2	1105	.	.	-0.1%	.	.	.	.	-0.5%
36: CCc1ccc(CN(C)C(C)C(=O)NCc2ccccc2)cc1 (stereo unspecified)
    13%	i	20	.	.	-1%	4%	-0.4%	i	0.6	.	.	0.0%
37: COCCCNC(=O)Cn1cc(/C=C(\C#N)C(=O)NC2CC2)c2ccccc21
    10%	i	57	.	.	-6%	10%	-0.8%	i	0.3	.	.	0.8%
38: O=C(NCCN1CCOCC1)c1ccc2c(c1)N(Cc1ccc(F)cc1)C(=O)c1ccccc1S2(=O)=O
    6%	i	11	.	.	-11%	11%	-1.1%	i	2.2	.	.	1.2%
39: COC(=O)[C@@]1(Cc2ccc(OC)cc2)[C@@H]2C(=CC(=O)[C@H]2CC(=O)C(=O)N2CCCC2)CN1C(=O)c1ccccc1
    5%	i	33	-5.8	607	3%	14%	0.1%	+	18*	-9	-9	-3.8%
40: CCOCCCn1c(SCC(=O)NCc2ccc3c(c2)OCO3)nc2ccccc2c1=O
    8%	i	49	3.7	1000	0%	10%	-1.5%	i	0.3	-12	14	0.5%

# By substructure: the entries above containing an NH in an aromatic ring
# Below each compound: MgcRacGAP inhibition	T cell modulator	T cell modulator vesicle-bound %	b-catenin transl	b-catenin transl cell count 5 µM	Salmonella PhoP GFP	SV40 large T antigen	West Nile antiviral	Myeloid diff MLP	Myeloid diff MLP GFP+ MAC1+ %	WT yeast gro inh	WT yeast gro inh mutant strain	RSV antiviral HEp-2
11: CC(C)C[C@H](NC(=O)c1nc[nH]c1C(=O)NC1CCN(C(=O)OC(C)(C)C)CC1)C(=O)OC(C)(C)C
    11%	.	.	1.1	1042	8%	2%	0.5%	i	1.8	47	7	0.2%
29: COc1ccccc1/C=C/C=N/n1c(-c2ccc(Cl)cc2Cl)n[nH]c1=S
    7%	i	38	-1.2	958	-2%	3%	0.1%	i	0.5	.	.	5.6%
33: O=C(O)C(Cc1c[nH]c2ccccc12)N1Cc2ccccc2C1=O (stereo unspecified)
    4%	i	39	-1.1	1009	-8%	21%	0.5%	i	0.6	3	5	2.0%

# (further entries)
# Below each compound: MgcRacGAP inhibition	T cell modulator	T cell modulator vesicle-bound %	b-catenin transl	b-catenin transl cell count 5 µM	Salmonella PhoP GFP	SV40 large T antigen	West Nile antiviral	Myeloid diff MLP	Myeloid diff MLP GFP+ MAC1+ %	WT yeast gro inh	WT yeast gro inh mutant strain	RSV antiviral HEp-2
41: Clc1ccc(Cn2ncc3c(NCc4ccco4)ncnc32)c(Cl)c1
    .	i	48	.	.	14%	-7%	0.9%	.	.	-9	7	1.8%
42: COC(=O)C1=C(COc2ccccc2)NC(=O)NC1c1ccc(Br)cc1 (stereo unspecified)
    11%	i	15	.	.	1%	10%	-0.7%	i	1.6	-10	-33	-0.8%
43: O=C(NCc1ccccc1C(F)(F)F)C1CC(c2cccc(F)c2)=NO1 (stereo unspecified)
    6%	i	50	-1.5	1125	-4%	15%	-0.1%	i	1.3	.	.	2.0%
44: Cc1cc(C)n(-c2ccc(F)cc2)c(=O)c1C(=O)O
    7%	i	11	0.8	1390	0%	7%	0.2%	i	0.9	0	-10	1.5%
45: CN(C(=O)COC(=O)/C=C/c1ccc(S(=O)(=O)N2CCc3ccccc32)cc1)C1CCS(=O)(=O)C1 (stereo unspecified)
    .	i	59	5.1	857	-7%	4%	-0.2%	i	0.1	2	7	3.1%
46: O=C(NC1CCOc2ccccc21)c1ccc(=O)[nH]c1 (stereo unspecified)
    5%	i	26	.	.	2%	7%	-0.2%	i	1.3	.	.	0.9%

# Source: PubChem
